Assay outcomes from PubChem.
JMJD2A Tudor inh: inhibitors of human JMJD2A Tudor domain; O75164; AlphaScreen JMJD2A-Tudor / H3K4me3 peptide binding; Potency, µM (series often up to 114 µM), without a hit: top-dose activity change, negative = inhibition, actives largely listed as inhibitors; AID 504339; 390,000 tested, 4.4% active; also: potency is read from the fitted curve at half-maximal effect; % is scaled to controls: 0 for no effect and ±100 for the full control effect; nearly all actives have a fitted effect of over 50% in size
G9a inh: inhibitors of human histone lysine methyltransferase G9a. 350,000 tested, 8.8% active. Potency, µM (top dose mostly 102 µM), without a hit: at the highest dose activity, negative = inhibition, most hits filed as inhibitors. Q96KQ7. G9a H3K9 monomethylation, AlphaScreen, 2 h; also: potency is read from the fitted curve at half-maximal effect; % is scaled to controls: 0 for no effect and ±100 for the full control effect; nearly all actives have a fitted effect of over 75% in size
Target sequence (Q96KQ7 913-1193 limits assumed): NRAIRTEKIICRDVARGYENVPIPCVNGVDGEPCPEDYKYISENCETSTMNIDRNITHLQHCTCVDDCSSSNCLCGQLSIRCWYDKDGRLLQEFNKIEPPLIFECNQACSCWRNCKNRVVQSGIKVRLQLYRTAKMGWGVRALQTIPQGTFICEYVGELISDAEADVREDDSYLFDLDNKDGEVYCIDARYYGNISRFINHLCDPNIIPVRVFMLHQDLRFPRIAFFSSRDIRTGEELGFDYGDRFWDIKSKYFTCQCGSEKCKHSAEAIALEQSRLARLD
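Enzyme 20 nM + cpd, 15 min RT; add b-H3K9 pep 500 nM / SAM 20 uM; 2 h RT; anti-H3K9me1 Ab 0.5 ug/mL + SA donor / anti-rabbit acceptor beads 20 ug/mL each, 10 min; AlphaScreen read.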
GLS inhibitor: blocks human kidney-isoform glutaminase activity; GLS enzymatic activity, qHTS titration; Potency, µM (doses to about 45.5 µM), inactives show top-dose activity change, negative = inhibition, hits mostly inhibitors; 410,000 tested, 0.21% active; also: potency is read from the fitted curve at half-maximal effect; % is scaled to controls: 0 for no effect and ±100 for the full control effect
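Two-point fluorescence kinetic (t0, 30 min RT) for hKGA; glutamate detected via glutamate oxidase–HRP–Amplex Red. Substrate: 1 mM L-glutamine solution; buffer 45 mM KH2PO4, pH 8.2.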
ALOX12 inh: ALOX12 (human) lipoxygenase inhibition. Potency, µM (top dose mostly 108 µM), for the others: at the top dose activity change, negative = inhibition, most hits filed as inhibitors. purified 12hLO, xylenol orange hydroperoxide absorbance. 580,000 tested, 1.1% active. P18054; also: potency is read from the fitted curve at half-maximal effect; % is scaled to controls: 0 for no effect and ±100 for the full control effect
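Purified human 12hLO (150 nM final) in 25 mM Hepes, 0.01% Triton X-100, pH 7.0 was preincubated 15 min at room temperature with compound. Then 40 uM arachidonic acid was added, 30 min. Hydroperoxide was read by Fe-XO absorbance ratio 573/405 nm.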
RGS4 inhibitor: inhibitors of human regulator of G protein signaling 4; Transcreener GDP fluorescence polarization, RGS4-accelerated GTP hydrolysis; 390,000 tested, 0.039% active; P49798; AID 504845; Potency, µM (top dose mostly 114 µM), for the others: at the highest dose activity change, negative = inhibition, actives largely listed as inhibitors; also: potency is read from the fitted curve at half-maximal effect; % is scaled to controls: 0 for no effect and ±100 for the full control effect; nearly all actives have a fitted effect of over 75% in size; some results filed as inactive show a strong effect at the top dose
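MLSMR compounds (23 nl, pin-transferred) preincubated 10 min at room temperature with a 500nM (2x) first reagent, then RGS4 at 900nM (2x) plus Transcreener GDP mix added; fluorescence polarization (620/688 nm) read before and after 90 min at 30 °C.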
PI4K2A block: blocks human PI4K2A kinase activity | AID 1346378 | activity change, negative = inhibition, % at 76.9 µM | purified PI4K2A, ADP-Glo luminescence, 1 h; active compounds read low | 420,000 tested, 0.13% active; in the data active = activity change below about -50%; inconclusive = mostly about -30% to -49%;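 also: -100% = wells without enzyme as full effect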
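ADP-Glo luminescence measured ADP generated by PI4K2A enzyme (4 ug/mL before mixing) with 1.2 mM PI substrate (pre-mix) and 300 microM ATP (pre-mix). Tris pH7.5 buffer with MgCl2, Triton X-100; 1 h reaction at ambient temperature.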
BAZ2B inh: inhibitors of human BAZ2B bromodomain. AlphaScreen BAZ2B-H3K14Ac peptide displacement. 360,000 tested, 4.4% active. Q9UIF8. Potency, µM (doses to about 114 µM), inactives show top-dose activity change, negative = inhibition, actives largely listed as inhibitors. AID 504333; also: potency is read from the fitted curve at half-maximal effect; % is scaled to controls: 0 for no effect and ±100 for the full control effect; nearly all actives have a fitted effect of over 60% in size
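In this displacement format the biotinylated H3(5-23) peptide acetylated at Lys14 serves as ligand at 50 nM, with BAZ2B at 50 nM in PBS pH 7.4 containing 0.01% Tween-20. Donor and acceptor beads are 10 ug/mL final.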
HP1b binding inh: HP1-beta chromodomain-methylated histone interaction inhibition | P83916 | AlphaScreen HP1-beta / biotin-H3K9me3 peptide binding | Potency, µM (titrated, usually from 114 µM), for the others: top-dose activity change, negative = inhibition, most hits filed as inhibitors | 390,000 tested, 0.56% active | AID 540317; also: potency is read from the fitted curve at half-maximal effect; nearly all actives have a fitted effect of over 70% in size; inactives centre near 23
Target sequence (P83916 whole entry, looked up): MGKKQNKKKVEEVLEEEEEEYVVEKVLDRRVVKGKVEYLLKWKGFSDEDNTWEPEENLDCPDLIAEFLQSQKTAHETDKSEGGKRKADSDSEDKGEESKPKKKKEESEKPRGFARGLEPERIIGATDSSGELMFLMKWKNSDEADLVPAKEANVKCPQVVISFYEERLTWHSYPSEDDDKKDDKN
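Compound inhibition of the preformed complex between 50 nM HP1-beta and 50 nM biotinylated H3K9me3 peptide was read by AlphaScreen. Buffer was PBS pH 7.4 with 0.01% Tween-20. Incubations ran 30 min at room temperature, with 10 ug/mL donor/acceptor beads.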
ERG-DNA inh: ERG Ets/DNA interaction inhibition. P11308. fluorescence polarization, His-ERG Ets domain / labelled DNA. Potency, µM (series often up to 76.9 µM), without a hit: at the top dose FP activity, negative = inhibition, usual class: inhibitors. 370,000 tested, 0.028% active. AID 624246; active = well fitted inhibition curve with a large enough effect in the polarisation, with a control signal flat; inconclusive = small, poorly fitted or top-dose-only effect, or effect the other way, or a change in a side signal; inactive = no such curve, though single readings can be large or run the other way; the % refers to the polarisation;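 also: polarization taken with two DNA probes labelled with fluorescein and Texas red; potency is read from the fitted curve at half-maximal effect; % of control where 0% means no effect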
Target sequence (P11308 whole entry, looked up, the tested form may be a part): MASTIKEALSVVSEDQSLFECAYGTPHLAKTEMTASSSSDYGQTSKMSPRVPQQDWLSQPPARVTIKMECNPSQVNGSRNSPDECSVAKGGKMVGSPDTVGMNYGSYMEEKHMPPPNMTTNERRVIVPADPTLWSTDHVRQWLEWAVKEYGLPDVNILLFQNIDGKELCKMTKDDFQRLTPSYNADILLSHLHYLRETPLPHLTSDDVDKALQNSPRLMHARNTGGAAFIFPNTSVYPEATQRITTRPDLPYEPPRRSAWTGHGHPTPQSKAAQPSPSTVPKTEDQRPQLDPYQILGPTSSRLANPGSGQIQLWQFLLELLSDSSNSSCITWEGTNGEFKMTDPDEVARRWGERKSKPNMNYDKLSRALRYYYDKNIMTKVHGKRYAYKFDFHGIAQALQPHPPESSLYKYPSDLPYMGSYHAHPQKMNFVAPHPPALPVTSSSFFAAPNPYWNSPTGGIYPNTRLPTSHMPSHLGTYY
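His-tagged ERG Ets domain (1 uM in the protein solution; 300mM KCl, 50mM Tris-HCl, 1mM EDTA, 1mM DTT, pH 7.5) received compound, then a probe mix of 5 nM fluorescein-DNA and 100nM Texas-615-DNA. Fluorescence polarization was read for both dyes.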
Starred values were filed as active, the others as inactive; i = inactive; ? = inconclusive; . = not tested or not shown; & = joins results of further samples; [ ] = dose if it differs, or a comment. Unless noted, calls follow the shape of the dose curve; as a rule, active = well fitted curve in the direction sought with a large enough effect; inconclusive = small, poorly fitted or top-dose-only effect, or another doubt; inactive = no such curve, though single readings can be large; an effect the other way counts as inactive or inconclusive.

SMILES	JMJD2A Tudor inh	G9a inh	GLS inhibitor	ALOX12 inh	RGS4 inhibitor	PI4K2A block	BAZ2B inh	HP1b binding inh	ERG-DNA inh
COc1ccc(CCNC(=O)C2CCCN(S(=O)(=O)N3CC(C)CC(C)C3)C2)cc1OC (configuration not stated)	-7%	11%	-17%	1%	-17%[56.9 µM]	6	-14%[57.1 µM]	47%[activator]	1%
Cn1c(=O)c2c(ncn2CC(=O)N2CCc3ccccc3C2)n(C)c1=O	-3%	21%[59 µM]	15%	19%	-31%	-7	-1%	-8%	-5%
Cc1ccc(CSc2oc(-c3cccs3)nc2S(=O)(=O)c2ccccc2)cc1	11%	-31%[59 µM]	9%	6%	-24%	1	0%	59%[activator]	11%
CC(C)c1nc(N2CCOCC2)c(C#N)c2c1CCCC2	9%	17%[59 µM]	31%	-11%&2%	4%	-3	61%[activator]	164%[activator]	-6%
Cc1cccc(CNC(=O)CCn2ccc3cc(S(=O)(=O)N4CCCC4)ccc32)c1	-5%&-14%	17%	7%&1%	-6%&4%	-10%&0%	-1&-4	-5%&-31%	15%[57 µM]	1%&5%
C=CCNC(=O)COC(=O)COc1ccc(Cl)cc1C	1%	-23%[59 µM]	9%	16%	9%	7	-4%	13%	-4%
COC(=O)/C=c1/s/c(=C(\C#N)C(=O)NCc2ccco2)n(-c2ccccc2)c1=O	-6%	45µM*	6%	0%	-6%	-17	-7%	12%	20%
O=C(NCCCn1ccnc1)c1cc2nc(-c3ccc(Br)cc3)cc(C(F)(F)F)n2n1	?	-42%[59 µM]	4%	-50%	16%	-7	?	38%	-2%
c1ccc2c(CNc3ccc(CNc4ncn[nH]4)cc3)cccc2c1	56µM*	?	20%	473%[activator]	4%	-6	45µM*	?	3%
O=C(Nc1ccc2c(c1)OCO2)c1cnccn1	-18%	?	7%	4%	-16%	-8	-13%	1%	12%
O=C1CC2(CCCCC2)Oc2ccccc21	6%	.	1%	4%	-7%	0	.	49%[activator]	-2%
CCN(CC(=O)Nc1ccc(N2CCOCC2)cc1)CC(=O)NC(C)(C)C	4%	6%	22%	-8%	3%	1	-9%	30%	?
CC(=O)Nc1ccc(NC(=O)CSc2ccc(C)cc2)cc1	-3%	-2%[59 µM]	0%	0%[57.4 µM]	-13%	-4	3%	20%	-3%
Cc1ccc2c(CNCc3ccco3)cc(=O)oc2c1	-13%	?	2%	?	3%	-1	-5%	55%[activator]	4%
COC(=O)c1ccc(NS(=O)(=O)c2ccc3[nH]c4c(c3c2)CCCC4)cc1	?	?	7%	?	4%	4	71µM*	-21%	0%
COc1ccc(/C=C2\NC(=O)C(C=NCc3ccccc3)=C2O)cc1	-10%	-13%[59 µM]	2%	15%	2%	-2	7%	13%	5%
CCN(C(=O)c1cccn(Cc2cccc(Cl)c2)c1=O)c1ccccc1	-5%	27%[59 µM]	2%	-23%	-11%	0	3%	30%[57 µM]	3%
CN(C)CCNC(=O)C(=O)Nc1cc2c3c(c1)CCC(=O)N3CCC2	1%	-5%	-11%	12%	-4%	18	0%	41%[activator]	-10%
CC(=O)N(Cc1ccc(Br)cc1)c1ccccc1C(=O)O	0%	-9%[12.7 µM]	6%	-1%	4%	1	-2%	28%	-15%
CC(CN1CCC(n2nccc2NC(=O)C2CCCC2)CC1)c1ccccc1 (configuration not stated)	-9%	39%	8%	442%[activator]	1%	-2	-13%	10%	5%
CCCCCOc1ccccc1C(=O)NCCCC(=O)O	-2%	-1%	9%	24%	18%	-1	7%	50%[activator]	0%
CC(=O)c1ccc(NC(=O)c2nc(-c3ccccc3)n(-c3ccccc3)n2)cc1	-17%	-32%[59 µM]	1%	-26%	-28%	1	-26%	59%[activator]	-5%
COc1ccc(-n2nc(C(=O)NCC(=O)N3CCCCCC3)c3ccccc3c2=O)c(OC)c1	5%	13%[59 µM]	-3%	-23%	-13%	2	0%	55%[activator]	16%
COc1ccc(NC(=O)CSC2=Nc3ccccc3C3=NC(CC(=O)NCc4ccc(F)cc4)C(=O)N23)cc1 (configuration not stated)	-31%	-13%[59 µM]	-3%	-17%	5%	-2	-14%	27%	0%
COc1ccc2c(C)c(C(=O)N3CCN(Cc4ccccc4)CC3)oc2c1	-19%	?	-1%	-24%	19%	-2	?	13%	24%
The list goes on:
SMILES	JMJD2A Tudor inh	G9a inh	GLS inhibitor	ALOX12 inh	RGS4 inhibitor	PI4K2A block	BAZ2B inh	HP1b binding inh	ERG-DNA inh
CCOC(=O)N1CCC(NC(=O)c2ccc3c(c2)N(Cc2ccc(F)cc2)C(=O)c2ccccc2S3(=O)=O)CC1	-26%	-33%[59 µM]	-15%	-22%	6%	-4	-10%	17%	1%
Cc1onc(-c2c(F)cccc2Cl)c1C(=O)NC1CC1	-13%	20%	-8%	i	-26%	5	-3%	29%	15%
COc1ccc(CNC(=O)c2cc(Nc3ccc(C)cc3C)nc3ccccc23)cc1	-13%	-13%[59 µM]	0%	?	-10%	2	.	45%[activator]	-1%
COc1ccc(C(=O)/C=C(\C)Nc2ccc3c(c2)OCO3)cc1	28µM*	71µM*	19%	-37%	5%	-4	50µM*	?	-19%
CC(C)C[C@@H](COc1ccccc1)N1CCN(Cc2ccccc2)CCC1=O	-6%	?	1%	7%	9%	-3	?	22%	9%
C/C=C/C(=O)Nc1cccc(C2=NOC3(C2)C[C@@H](C(N)=O)N(C(=O)C(c2ccccc2)c2ccccc2)C3)c1 (some centres not stated)	?	-6%[59 µM]	1%	?	1%	3	-18%	11%	-13%
N#Cc1ccc(COC(=O)c2cnc3ccccc3n2)cc1	-19%	-2%	-13%	-8%	15%	-4	-14%	-10%	16%
CC1(C)c2[nH]c3ccccc3c2C[C@@H]2C(=O)N(c3ccc(F)cc3F)C(=O)N21	-5%	.	-7%	?	-3%	1	.	24%	.
COc1ccc(Cl)cc1NC(=O)CSc1nnc(CNC(=O)c2cccs2)o1	-7%	-98%	5%	-31%	-39%	3	-3%	43%[activator]	-5%
O=C1/C(=C/c2cccs2)NC(=S)N1C1CC1	40µM*	40µM*	19%	-22%	1%	6	-33%	14%	12%
CCCNC(=O)c1ccc(COc2ccc(CCC)cc2OC)o1	-6%	2%	-1%	0%	-3%	0	-13%	20%	1%
COc1ccc(NC(=O)CCCNC(=O)c2ccc(Cl)cc2)cc1OC	-9%	-24%[0.501 µM]	11%	1%	13%	6	-33%	26%	5%
COc1cc2c(cc1OC)C(COc1ccc(F)cc1)N(C(=O)C(C)C)CC2 (configuration not stated)	-19%	8%[59 µM]	5%	7%	11%	1	-1%	-8%	1%
O=Cc1cccc(OC(=O)Nc2ccccc2)c1	-1%	.	-8%	191%[activator]	-6%	-3	.	12%	-3%
CCCCCCCCCCCC(=O)NC(C(=O)O)C(O)c1ccccc1 (configuration not stated)	-6%	.	1%	-1%	3%	2	-21%	21%	6%
CC(C)c1nnc(SCC(=O)N2CCc3ccccc32)n1N	-5%	?	-7%	5%	-7%	-2	-5%	25%	-1%
CCN(Cc1ccccc1)C(=O)CSc1n[nH]c(N)n1	-4%	-6%	9%	0%	-4%	-1	11%	29%	6%
O=C(CNCc1ccccc1Cl)Nc1ccc(C(=O)N2CCCCC2)cc1	?	5.6µM*	?	-32%	-7%	6	22µM*	?	9%
NC(=S)Nn1c(-c2ccccc2)nc2ccccc2c1=O	-9%	?	6%	?	3%	-5	3%	28%	.
COC(=O)c1ccc(OC)c(CSc2nnc(-c3ccc(C)cc3)o2)c1	9%	.	0%	12%	-1%	-2	.	16%	0%
CN(C)c1ccc(-c2n[nH]c(=S)n2-c2ccccc2)cc1	7.9µM*	1.8µM*	-6%	?	?	-1	-14%	-14%	0%
COc1ccccc1Cc1nc2ccccc2nc1SCC(=O)N1CCCCC1	-13%	-4%[59 µM]	-9%	-1%	-14%	1	13%	6%[57 µM]	0%
CCn1cc([N+](=O)[O-])c(C(=O)Nc2nc3ccc(OC)cc3s2)n1	-13%	?	16%	-28%	-26%	2	?	62%[activator]	-14%
NC(=O)c1cc(NC(=O)COC(=O)CCCN2C(=O)c3cccc4cccc(c34)C2=O)cc(C(N)=O)c1	-24%	.	-26%	-12%	?	2	.	25%[57 µM]	18%
O=S(=O)(c1cccc(C(F)(F)F)c1)N1CCN(C(=S)NC2CC2)CC1	-12%	-7%[59 µM]	-1%	22%	22%	-3	5%	11%	1%
Cc1ccc(-n2[nH]c(C)c(C=NCc3ccncc3)c2=O)cc1	2%	-18%[59 µM]	-2%	2%	4%	-7	-14%	39%	-13%
S=C(NCc1ccco1)Nc1cc(-c2ccccc2)[nH]n1	?	-151%[59 µM]	3%	5µM*	17%	1	40µM*	?	-4%
COCC(=O)n1nc(-c2ccccc2)nc1NCc1ccc(F)cc1	44%[activator]	7%	11%	-25%	-17%	-7	-4%	42%[activator]	-6%
O=C(Nc1ccccc1SCC1CSc2nc3ccccc3c(=O)n21)c1ccccc1Cl (configuration not stated)	8%	-32%	-4%	57%[activator]	-1%	7	5%	22%	-3%

Only HP1b binding inh, for two of the compounds above:
compound	HP1b binding inh
COc1ccccc1Cc1nc2ccccc2nc1SCC(=O)N1CCCCC1	6%[57 µM]
CCn1cc([N+](=O)[O-])c(C(=O)Nc2nc3ccc(OC)cc3s2)n1	62%[activator]

Some of the compounds tested; the hit share may differ from the screen's.
